High-throughput results from PubChem.
SENP7 inh – blocks the human protease SENP7 | AID 434973 | Q9BQF6 | recombinant SENP7, Z-RLRGG-aminoluciferin luminescence, 40 min | 1.5% of 330,000 active | inhibition, % at 5 µM;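 active = inhibition above about 50% at the single test dose, limit read from the data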;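 note: plate controls were DMSO with enzyme for no effect and no enzyme buffer wells for full effect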
Target sequence (Q9BQF6 706-1050 limits assumed): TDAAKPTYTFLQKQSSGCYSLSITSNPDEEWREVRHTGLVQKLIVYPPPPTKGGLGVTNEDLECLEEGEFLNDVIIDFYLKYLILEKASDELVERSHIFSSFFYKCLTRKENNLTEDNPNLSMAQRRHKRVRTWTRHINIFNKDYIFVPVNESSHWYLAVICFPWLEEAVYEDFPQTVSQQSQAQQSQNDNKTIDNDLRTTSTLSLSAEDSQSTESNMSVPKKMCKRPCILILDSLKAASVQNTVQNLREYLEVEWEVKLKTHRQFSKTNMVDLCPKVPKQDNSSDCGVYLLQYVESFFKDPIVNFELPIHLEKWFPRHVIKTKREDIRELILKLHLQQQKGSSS
SENP6 inh – blocks the human protease SENP6. Recombinant SENP6 catalytic domain, aminoluciferin luminescence. Q9GZR1. inhibition, % at 10 µM. 1.8% of 330,000 active;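 active = inhibition above about 50% at the single tested dose, limit read from the data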;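 note: plate controls were DMSO wells with enzyme for no effect and DMSO wells lacking enzyme for full effect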
Target sequence (Q9GZR1 628-1112 limits assumed): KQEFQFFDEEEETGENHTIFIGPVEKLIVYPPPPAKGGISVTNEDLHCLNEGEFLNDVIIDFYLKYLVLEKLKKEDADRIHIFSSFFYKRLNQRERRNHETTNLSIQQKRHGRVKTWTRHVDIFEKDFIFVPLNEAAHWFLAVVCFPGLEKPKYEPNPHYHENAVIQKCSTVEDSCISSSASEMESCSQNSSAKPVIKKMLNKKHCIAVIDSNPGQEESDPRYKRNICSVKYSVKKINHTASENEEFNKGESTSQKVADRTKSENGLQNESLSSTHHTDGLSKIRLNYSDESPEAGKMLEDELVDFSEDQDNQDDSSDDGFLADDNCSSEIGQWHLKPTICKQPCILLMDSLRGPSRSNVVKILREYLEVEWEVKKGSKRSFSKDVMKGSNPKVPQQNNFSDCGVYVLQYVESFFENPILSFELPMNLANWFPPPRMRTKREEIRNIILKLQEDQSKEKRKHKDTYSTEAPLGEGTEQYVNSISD
SENP1 FRET inh – inhibitors of human SENP1 SUMO protease catalytic domain; Q9P0U3; AID 624204; inhibition, % at 10 µM; recombinant SENP1 catalytic domain, CyPet-SUMO1-YPet FRET cleavage; 0.21% of 360,000 active;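 active = inhibition at least 30% at 10 µM, raw YFP signal under a set limit, fluorescence ratio 0.5 to 1.5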;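 note: 0% = enzyme with DMSO and 100% = no enzyme wells; some results filed as inactive read as strong as hits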
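system = hSENP1 catalytic domain, recombinant | reagent = SFCypet-SUMO1-SFYpet substrate at 25 nM | doses = one dose per compound, 10 µM, 0.5% DMSO | incubation = enzyme reaction for 50 min at room temperature, dark | measured by = FRET, CFP and YFP emission | controls = no-enzyme low, enzyme-DMSO high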
UBC13 polyUb – human UBC13 polyubiquitination inhibition | inhibition, % at 20 µM | 0.47% of 330,000 active | P61088 | UBC13 polyubiquitin chain formation, TR-FRET; in the data active = inhibition above about 45%, passing the limit was not always enough
Target sequence (P61088 whole entry, looked up): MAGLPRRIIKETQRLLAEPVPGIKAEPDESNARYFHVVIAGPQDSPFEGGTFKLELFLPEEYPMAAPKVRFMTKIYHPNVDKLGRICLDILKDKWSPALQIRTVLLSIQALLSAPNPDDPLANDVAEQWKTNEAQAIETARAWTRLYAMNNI
SENP8 block-1 – blocks human SENP8 cleavage of Nedd8 substrate | Q96LD8 | recombinant SENP8, Nedd8 substrate fluorescence | inhibition, % at 20 µM | 0.64% of 360,000 active | AID 602440; in the data active = inhibition mostly above about 40%, no sharp cut-off; inactive = mostly below about 27%
MIN6 prolif – induces beta-cell replication in MIN6 cells. MIN6 cells proliferation, ATPlite luminescence, 48 h; cells starved in 0.2% serum; 100% = growth in 10% serum. proliferation, % at 10 µM. 0.29% of 330,000 active. AID 2380;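 active = compounds whose signal lies at least 3.5 SD above the mean of all wells on their plate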;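 note: 0% = DMSO-treated cells in low-serum medium and 100% = 10% serum control; some compounds called inactive have numbers as strong as hits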
PfG6PD inh – PfG6PD (Plasmodium falciparum) enzyme inhibition | PfGluPho enzyme, NADPH resazurin-diaphorase fluorescence | AID 504690 | 0.78% of 350,000 active | inhibition, % at 20 µM;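 active = inhibition reaching at least a set limit at 20 µM in the primary screen, cut at about 59% in these data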;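 note: 0% = DMSO wells with substrate and 100% = DMSO wells lacking glucose-6-phosphate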
HKDC1 inhibitor – HKDC1 (human) hexokinase inhibition; recombinant HKDC1, G6PDH/diaphorase resazurin coupled fluorescence; inhibition, % at 20 µM; 0.16% of 340,000 active; AID 493160;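 active = inhibition above about 35% when tested at 20 µM, limit read from the data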;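 note: plate controls were DMSO wells with enzyme for no effect and DMSO wells lacking enzyme for full effect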
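Material – in-house recombinant HK5 (HKDC1) enzyme · Quantity – HKDC1 at 5 µg/mL · Buffer or medium – pH 8.0 Tris buffer with 10 mM MgCl2 · Reagent – glucose with 1 mM ATP · Dosing – single 20 µM dose · Times – reaction time 90 min, room temperature, protected from light · Technique – resorufin fluorescence at 613 nm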
SENP8 block-2 – blocks the human protease SENP8. inhibition, % at 10 µM. AID 2540. 1.2% of 330,000 active. purified SENP8, Z-RLRGG-aminoluciferin cleavage, luminescence; in the data active = inhibition above about 50%
Starred values were filed as active, the others as inactive; x = not tested or not shown.

SMILES | SENP7 inh | SENP6 inh | SENP1 FRET inh | UBC13 polyUb | SENP8 block-1 | MIN6 prolif | PfG6PD inh | HKDC1 inhibitor | SENP8 block-2
COc1cccc(NC(=O)c2ccncc2)c1 | 6 | -15 | 0 | -5 | 14 | 0 | 7 | -1 | -8
CC(=O)N1c2ccc(S(=O)(=O)N3CCCC(C(=O)Nc4ccc(C)cc4C)C3)cc2CC1C (stereo not drawn) | 8 | -7 | -1 | 3 | 17 | -4 | 8 | 0 | -10
O=C(CSc1cccc[n+]1[O-])Nc1cccc(S(=O)(=O)NC2=NCCCCC2)c1 | -9 | -7 | -1 | 2 | 2 | -1 | -9 | -11 | -3
Cc1c(N2C(=O)/C(=C/c3ccccc3)SC2=S)c(=O)n(-c2ccccc2)n1C | 13 | -10 | 0 | -16 | 24 | -1 | -13 | -1 | 1
Nc1ncnc2c1CN(Cc1ccccc1)CC2 | x | x | -8 | x | 8 | x | 7 | -10 | x
Cc1cccc(NC(=O)CN2C(=O)CNC2=O)c1 | 0 | -10 | 6 | 3 | 22 | -1 | 7 | -7 | -6
COc1ccccc1CN1C(=O)c2ccncc2C1=O | -2 | -5 | 1 | 11 | 17 | 1 | 6 | 10 | -7
CCOC(=O)Cc1csc(NC(=O)CN(C)S(=O)(=O)c2ccc3c(c2)CCC(=O)N3)n1 | -16 | -3 | -1 | 0 | 10 | -3 | 4 | -1 | -13
Nc1nc(=S)c2ncn(C3CCCC3)c2[nH]1 | x | x | 2 | x | 4 | x | 48 | -2 | x
COc1ccc(N=Cc2ccc(-c3ccccc3)o2)cc1 | -13 | -14 | -2 | -14 | 28 | -2 | 4 | -2 | -28
CCOC(=O)c1c(NC(=O)C2CC=CCC2C(=O)O)sc(C)c1CC (stereo not drawn) | 5 | 1 | 1 | 0 | -98 | 0 | -16 | -2 | 9
O=C(Nc1ccc(C(=O)N2CCCCC2)cc1)c1ccccc1Cl | 1 | 4 | 3 | 7 | -3 | 0 | 7 | 2 | -1
O=C(NCc1ccc2c(c1)OCO2)c1c(F)c(F)c(F)c(F)c1F | 8 | -6 | 0 | -1 | 23 | -3 | 3 | -3 | 1
CCN1CCN(c2nc3c(C)cccn3c(=O)c2/C=C(\C#N)C(=O)NC)CC1 | 0 | -17 | -26 | 3 | -282 | -1 | -16 | -2 | 2
Cc1c(C(=O)C(C)C)n(C)c2ccccc12 | 7 | -6 | -3 | -1 | -84 | -2 | 4 | 3 | 12
O=C(CSc1nncn1-c1ccccc1)N1CCCC1 | 1 | -2 | 0 | -4 | 9 | -3 | -17 | -2 | 5
CN(C(=O)c1cccc(NC(=O)C2CCN(C(=O)OC(C)(C)C)CC2)c1)C1CCC1 | 3 | -7 | 1 | -2 | 8 | -3 | 8 | -5 | -5
COc1ccc(/C=C2\SC(=O)N(CCNC(=O)C3CC4C=CC3C4)C2=O)cc1 (stereo not drawn) | -11 | -27 | 0 | -10 | 10 | -2 | -3 | 0 | -15
N/C(Cc1ccc(Cl)cc1)=N\OC(=O)c1ccc2ccccc2c1 | 2 | -6 | 1 | 6 | 13 | -3 | 9 | -3 | -1
O=C(NCCc1ccccc1)c1ccc(Br)o1 | -4 | -15 | 0 | -9 | 11 | -1 | 11 | -2 | 1
COc1ccc(Cc2[nH]n3c(=O)c(Cl)c(C)nc3c2-c2ccccc2)cc1 | 3 | 8 | 3 | 5 | -358 | -4 | -9 | -7 | 2
CCCNC(=O)c1ccc(N2CCC3(CC2)CC(c2ccccc2)=NO3)c(NC(=O)c2cccc(C)c2)c1 | -3 | -1 | 0 | -23 | 10 | -5 | 9 | -6 | -1
O=C(O)/C=C/c1cccc(OCc2ccccc2)c1 | -2 | -27 | 0 | -7 | -7 | -1 | -28 | -7 | 6
Cc1ccc(S(=O)(=O)NCc2n[nH]c(=S)n2C)cc1 | -3 | 2 | 0 | 6 | 4 | 0 | 14 | 1 | 1
O=C(CSCC(=O)N1CCN(c2ccccc2)CC1)Nc1nc(-c2ccc(Cl)s2)cs1 | -7 | -16 | 1 | -8 | 3 | -4 | 18 | 4 | 4
COc1cccc2cc(C(=O)N(C)C3CCN(C)CC3)c(=O)oc12 | 5 | -14 | 0 | 2 | -12 | -1 | -4 | -8 | -4
O=C(Cc1ccccc1[N+](=O)[O-])NCC1(c2cccc3c2OCO3)OCCO1 | x | x | -2 | x | 13 | x | -3 | -6 | x
COc1ccc(/C=N/n2c(SC)nnc(C(C)(C)C)c2=O)cc1 | -10 | -8 | 2 | -6 | 31 | 1 | 3 | 2 | -10
COCCCNC(=O)/C(C#N)=c1\s/c(=C\c2ccccc2OC(F)F)c(=O)n1CCCOC | -4 | -20 | -1 | -6 | -18 | 0 | 18 | -7 | -13
O=S(=O)(Nc1cccc(-c2nnco2)c1)c1ccc(F)cc1F | 3 | -7 | 2 | 11 | -21 | 0 | 13 | 0 | 1

One compound at a time, as listed above:
COCCCNC(=O)/C(C#N)=c1\s/c(=C\c2ccccc2OC(F)F)c(=O)n1CCCOC is entered as SENP7 inh: -4; SENP6 inh: -20; SENP1 FRET inh: -1; UBC13 polyUb: -6; SENP8 block-1: -18; MIN6 prolif: 0; PfG6PD inh: 18; HKDC1 inhibitor: -7; SENP8 block-2: -13
CCCNC(=O)c1ccc(N2CCC3(CC2)CC(c2ccccc2)=NO3)c(NC(=O)c2cccc(C)c2)c1 is entered as SENP7 inh: -3; SENP6 inh: -1; SENP1 FRET inh: 0; UBC13 polyUb: -23; SENP8 block-1: 10; MIN6 prolif: -5; PfG6PD inh: 9; HKDC1 inhibitor: -6; SENP8 block-2: -1

Continued:
SMILES | SENP7 inh | SENP6 inh | SENP1 FRET inh | UBC13 polyUb | SENP8 block-1 | MIN6 prolif | PfG6PD inh | HKDC1 inhibitor | SENP8 block-2
O=C(CSc1nnc(SCc2ccccc2Cl)s1)N/N=C/c1c[nH]c2ccccc12 | -2 | -31 | 1 | 12 | 6 | -3 | 89* | -4 | -17
O=C(Cn1nnc(-c2ccc(Cl)cc2)n1)NC1CCN(Cc2ccccc2)CC1 | 7 | -10 | 1 | 15 | 21 | -3 | 15 | 6 | -2
Cc1ccc(CN2CCSc3ccc(C(=O)NCCCN4CCOCC4)cc32)cc1 | 5 | 3 | -2 | 35 | -412 | -1 | -1 | 0 | 11
CCOC(=O)c1cnc2c(C)cccc2c1Nc1cccc(C(=O)O)c1 | 2 | -10 | -3 | 8 | 6 | 1 | -22 | -4 | 1
COCCOC(=O)C1=C(N)OC2=C(C(=O)CCC2)C1c1cccnc1 (stereo not drawn) | -13 | -29 | -6 | -10 | -4 | -4 | -2 | -1 | -2
CN(C)CCCN(C(=O)c1ccc(S(=O)(=O)N2CCCCCC2)cc1)c1nc2c(F)cccc2s1 | -2 | -1 | 1 | 16 | 10 | -5 | -8 | 0 | 9
OCCCc1nc2ccccc2[nH]1 | 5 | -15 | 2 | 9 | 12 | -2 | -5 | 3 | 7
COC(=O)C1NN=C(C(=O)c2ccc(Br)cc2)C1c1cccc(Br)c1 (stereo not drawn) | 2 | -11 | 1 | -19 | 16 | 0 | -26 | -4 | -12
COc1cccc(OCc2cc(C(=O)N(C)Cc3nc4ccccc4[nH]3)no2)c1 | 1 | 25 | -8 | -3 | -28 | -1 | 6 | 2 | 13
O=C(Nc1ccc(F)cc1)c1cc(S(=O)(=O)N2CCCCC2)cs1 | 3 | -8 | 2 | 10 | 3 | -6 | -3 | 0 | -1
CC(C)(C)NC(=O)CSc1nc(N)c(-c2ccccc2)c(=O)[nH]1 | -2 | -32 | 2 | 2 | 10 | -1 | -10 | -1 | -14
O=C(CN1C(=O)c2ccccc2C1=O)NCc1ccccn1 | -1 | -6 | 0 | 2 | 17 | 0 | -27 | -1 | 0
CC(C)CC(=O)Nc1ccc(-c2cn3cccnc3n2)cc1 | 1 | -1 | -15 | 10 | -273 | -5 | -4 | -3 | 3
Cc1cccc(N2CCN(C(=O)c3ccnn3C)CC2)c1C | 7 | 7 | 2 | 11 | 1 | -1 | 19 | -7 | -4
O=C(O)CC(NC(=O)C(F)(F)F)c1ccc2c(c1)OCO2 (stereo not drawn) | 5 | -20 | 0 | -4 | 5 | -3 | -16 | -5 | -2
CC(C(=O)Nc1ncc([N+](=O)[O-])s1)N1C(=O)c2ccccc2S1(=O)=O (stereo not drawn) | 0 | -11 | -4 | 5 | 11 | -2 | 4 | 5 | 7
Cc1ccc(N=Cc2cc(C)n(C3CCCC3)c2C)cc1 | -15 | -5 | -2 | -13 | 1 | -3 | 32 | -8 | -16
COc1ccc(NC2CCCN(C(=O)c3cccc(N(C)C)c3)C2)cc1 (stereo not drawn) | -7 | -1 | -1 | -2 | -15 | 0 | 2 | 0 | 3
CCC(C)[C@H](NC(=O)[C@H](Cc1ccccc1)n1c(=O)[nH]c2ccccc2c1=O)C(=O)NCC1CCC(C(=O)O)CC1 (stereo partly drawn) | -16 | -5 | 4 | -10 | 40 | -2 | -1 | -1 | -10
CCc1ccc(NC(=O)COc2cccc(-n3cnnn3)c2)cc1 | 3 | -8 | -1 | 2 | 9 | -2 | -13 | -1 | -9
CC(=O)c1ccc(NC(=O)C(Cc2ccccc2)n2cccc2)cc1 (stereo not drawn) | 1 | -13 | 2 | -4 | -9 | -4 | -4 | 3 | -2
NS(=O)(=O)c1ccc(N/N=C/c2ccccc2Br)cc1 | -3 | -5 | 1 | 4 | -84 | 0 | 31 | 9 | 8
COc1cc(NC(=O)CCN2CCN(CCO)CC2)cc(OC)c1 | 2 | 0 | -6 | 6 | 11 | -2 | -14 | -8 | -10
CCOc1ccc(N2CC(C(=O)Nc3cccc(S(=O)(=O)N4CCCC4)c3)CC2=O)cc1 (stereo not drawn) | -4 | -9 | 1 | -6 | 2 | -1 | -9 | -1 | -3
Cc1cc(NC(=O)Cc2cccs2)nn1CC(=O)NCc1ccco1 | -9 | -19 | -2 | -11 | 12 | -2 | -7 | -4 | -4
COc1ccc(C)cc1S(=O)(=O)N(C)CC(N)=O | 7 | -10 | -1 | -8 | 17 | 3 | 14 | 3 | 7
CCCCCN(C(=O)CCC(=O)OCc1cc(C(C)=O)ccc1OC)c1c(N)n(CCCC)c(=O)[nH]c1=O | 12 | -17 | 0 | -4 | 2 | -4 | -20 | -3 | -8
COc1cc(C)c(S(=O)(=O)NC2CC(C)(C)NC(C)(C)C2)cc1C | 2 | -8 | -28 | -9 | 17 | -2 | -13 | 2 | -9
CSc1cccc(NC(=O)c2ccc(Cl)nc2)c1 | 5 | 12 | 1 | 8 | 4 | -2 | 15 | 1 | -2
CC(=O)Nc1nc(C)nc(-c2ccccc2)c1C(C)=O | -5 | -9 | -2 | 31 | 5 | -2 | 12 | 8 | -7
CCOC(=O)c1sc(NC(=O)CSc2nccc(C)n2)c(C#N)c1C | -3 | 9 | 1 | -14 | -11 | 1 | -8 | -3 | -3
CCCCC(=O)Nc1ccc(C(=O)NNC(=O)c2ccco2)cc1 | -7 | -6 | -1 | -6 | -83 | -3 | -20 | -3 | -8
COC(=O)c1cc(CN2CCN(c3ccccc3C)CC2)ccc1O | 4 | -12 | -2 | 9 | 6 | -2 | 10 | 20 | 1
Cc1cc(Cl)ccc1OC(C)C(=O)NN=C1CCCCCC1 (stereo not drawn) | -4 | -1 | 1 | -2 | 3 | -2 | -10 | 0 | 4

Sorted by the number under SENP1 FRET inh (high to low): 3 of the compounds above
| Structure | SENP1 FRET inh |
| --- | --- |
| Cc1cc(Cl)ccc1OC(C)C(=O)NN=C1CCCCCC1 (stereo not drawn) | 1 |
| CCCCC(=O)Nc1ccc(C(=O)NNC(=O)c2ccco2)cc1 | -1 |
| COC(=O)c1cc(CN2CCN(c3ccccc3C)CC2)ccc1O | -2 |
